# Source: PubChem
# IDE inh: inhibits human insulin-degrading enzyme in HEK cells; inhibition, % at 5.59 µM; AID 434962; P14735; 320,000 tested, 0.41% active; FAbetaB cleavage, fluorescence polarization;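 active means percent inhibition above the average of all tested compounds plus 3 SD, set per screening campaign, cut at about 16% in these data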;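 further: IDE supplied by intact live HEK cells; FP after avidin binding of uncleaved biotin substrate so inhibition keeps polarization high; 0% = DMSO wells and 100% = 60 µM reference IDE inhibitor Ii1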
# Target sequence (P14735 whole entry, looked up): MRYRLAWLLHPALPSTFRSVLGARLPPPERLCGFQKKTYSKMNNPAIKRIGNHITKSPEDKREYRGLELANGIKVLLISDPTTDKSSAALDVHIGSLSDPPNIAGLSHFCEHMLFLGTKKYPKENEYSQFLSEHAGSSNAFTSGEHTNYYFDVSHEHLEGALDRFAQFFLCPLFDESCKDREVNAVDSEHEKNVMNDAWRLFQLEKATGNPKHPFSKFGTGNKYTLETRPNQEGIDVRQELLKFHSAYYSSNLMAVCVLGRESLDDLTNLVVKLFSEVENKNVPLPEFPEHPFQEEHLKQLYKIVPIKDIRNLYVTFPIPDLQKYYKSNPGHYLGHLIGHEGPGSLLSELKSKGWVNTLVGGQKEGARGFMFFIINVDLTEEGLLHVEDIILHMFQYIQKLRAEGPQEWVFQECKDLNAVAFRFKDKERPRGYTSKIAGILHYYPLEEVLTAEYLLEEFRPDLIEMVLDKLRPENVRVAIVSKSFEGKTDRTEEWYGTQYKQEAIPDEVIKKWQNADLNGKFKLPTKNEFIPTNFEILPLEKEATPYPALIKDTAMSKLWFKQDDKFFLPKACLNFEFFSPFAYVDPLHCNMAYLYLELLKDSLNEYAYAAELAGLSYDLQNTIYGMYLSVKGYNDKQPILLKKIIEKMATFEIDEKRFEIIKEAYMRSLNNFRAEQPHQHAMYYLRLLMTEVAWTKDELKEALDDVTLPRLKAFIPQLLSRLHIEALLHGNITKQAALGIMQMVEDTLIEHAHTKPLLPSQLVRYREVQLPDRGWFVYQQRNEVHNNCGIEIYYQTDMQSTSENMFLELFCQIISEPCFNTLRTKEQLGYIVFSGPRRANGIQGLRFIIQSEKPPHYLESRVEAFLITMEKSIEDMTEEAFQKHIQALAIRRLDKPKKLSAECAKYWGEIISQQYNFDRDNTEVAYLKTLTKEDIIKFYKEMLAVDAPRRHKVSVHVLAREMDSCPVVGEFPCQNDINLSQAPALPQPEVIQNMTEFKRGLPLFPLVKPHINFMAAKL
# IDE cell activ: activators of human insulin-degrading enzyme in cells | HEK cells, FAbeta-B cleavage, fluorescence polarization; 0% vehicle, 100% cell-free pure enzyme wells | activation, % at 5.96 µM | 340,000 tested, 0.073% active | AID 493087;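 active means activation above the mean of all tested compounds plus 3 SD, set per screening campaign, cut at about 17% in these data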
# Active calls of the source: *.
1. CN(CC(=O)Nc1ccc(F)cc1)C(=O)CNC(=O)C1CCCCC1
2. COc1cc(NC(=O)[C@@H]2CCCN2S(=O)(=O)c2cccc3cccnc23)cc(OC)c1OC
3. CCOc1ccc(C(=O)NCC(=O)NCC(c2ccco2)N2CCCCC2)cc1OCC (stereo not given)
4. CC(C)Oc1ccc(Cl)cc1Nc1nc(NCCO)nc(N2CCCC2)n1
5. O=[N+]([O-])c1cccnc1Sc1ccccc1Cl
6. CC(C)(CO)Cc1cc(C(C)(C)C)c(O)c(C(C)(C)C)c1

assay / compound,1,2,3,4,5,6
IDE inh,1,4,0,1,-2,6
IDE cell activ,2,-2,6,-1,3,10

7. CC1(C)CC2CC(C)(CN2C(=O)COC(=O)c2cccnc2Cl)C1 (stereo not given)
8. CC(C)N(Cc1ccccc1)C(=O)COC(=O)c1c(F)cccc1F
9. CC(C)(C)c1ccc(NC(=O)COC(=O)c2ccc3ncsc3c2)cc1
10. CC(C)(C)NC(=O)NC(=O)CSc1ccc(S(=O)(=O)N2CCCCC2)cn1
11. O=C(c1ccccc1)N(C(=O)c1ccccc1)c1ncnc2c1C(c1ccccc1)c1c(ccc3ccccc13)O2 (stereo not given)
12. Cc1ccc(NC(=O)CN(C)C(=O)c2ccc(OCc3cn4ccccc4n3)cc2)cc1

assay / compound,7,8,9,10,11,12
IDE inh,-1,-1,-2,-4,11,0
IDE cell activ,4,8,6,4,5,5

13. CC(C(c1ccc2c(c1)OCO2)c1c(N)n(C)c(=O)n(C)c1=O)[N+](=O)[O-] (stereo not given)
14. CN(C)S(=O)(=O)c1cccc(NC(=O)c2ccc(NS(=O)(=O)c3cccs3)cc2)c1
15. CCOc1ccc(N2CC(C(=O)NNC(=O)c3ccc(Br)cc3)CC2=O)cc1 (stereo not given)
16. CC(C)Cc1nnc(NC(=O)CN2C(=O)NC3(CC(C)CC(C)(C)C3)C2=O)s1 (stereo not given)
17. N#Cc1ccc(S(=O)(=O)Nc2ccccc2N2CCOCC2)cc1
18. Cc1occc1C(=O)NNC(=O)c1ccc(S(=O)(=O)N(C)C)cc1

assay / compound,13,14,15,16,17,18
IDE inh,2,-3,0,3,-5,2
IDE cell activ,4,2,4,3,5,3

# In the list so far, these have two or more sulfur atoms.
10. CC(C)(C)NC(=O)NC(=O)CSc1ccc(S(=O)(=O)N2CCCCC2)cn1
14. CN(C)S(=O)(=O)c1cccc(NC(=O)c2ccc(NS(=O)(=O)c3cccs3)cc2)c1

assay / compound,10,14
IDE inh,-4,-3
IDE cell activ,4,2

# More compounds
19. CC1CCC(NC(=O)C2CC(O)CN2S(=O)(=O)c2ccc([N+](=O)[O-])cc2)CC1 (stereo not given)
20. CC1CN(C(=O)c2cc(-c3ccc(Cl)s3)nc3ccccc23)CC(C)O1 (stereo not given)
21. CN(Cc1cccs1)C(=O)c1cccc(S(=O)(=O)N2CCCCCC2)c1
22. CCN(CC)S(=O)(=O)c1cc(NC(=O)CNc2cccc(S(=O)(=O)N3CCOCC3)c2)ccc1C
23. COc1cc([C@H]2Oc3c(OC)cc(CCCO[C@@H]4O[C@H](CO)[C@@H](O)[C@H](O)[C@H]4O)cc3[C@@H]2CO)ccc1O
24. Cc1ccc(C2(C)NC(=O)N(CC(=O)Nc3ccccc3C(=O)N3CCCCC3)C2=O)cc1 (stereo not given)

assay / compound,19,20,21,22,23,24
IDE inh,4,7,-4,9,0,0
IDE cell activ,1,4,1,-4,3,0

25. Cc1ccc(S(=O)(=O)NCC(c2ccc3c(c2)OCO3)N2CCN(c3ccccc3)CC2)cc1 (stereo not given)
26. CC(C)Cc1nnc(NC(=O)C2CCN(C(=O)c3ccc(F)cc3)CC2)s1
27. O=C(COC(=O)c1ccc2ncsc2c1)Nc1ccc(Cl)cc1
28. C[C@@H](NC(=O)Cn1ccc(NC(=O)OCc2ccccc2)nc1=O)c1cccc2ccccc12
29. CC1(c2ccc(Cl)cc2)NC(=O)N(CC(=O)Nc2cccnc2Cl)C1=O (stereo not given)
30. COc1ccc(N=Cc2c(OC)ccc3ccccc23)cc1

assay / compound,25,26,27,28,29,30
IDE inh,-3,1,-1,0,0,-3
IDE cell activ,4,-2,5,6,0,0

31. Cc1cccc(NS(=O)(=O)c2ccc(C)c(C(=O)N(C)C)c2)c1
32. Cc1noc(C)c1COc1ccccc1C(=O)N(C)CC(=O)Nc1ccc(F)cc1
33. CCOC(=O)c1cc(C#N)c(SC(C)C(=O)NC2CCCCC2)nc1C (stereo not given)
34. CC(OC(=O)CCC1CCCC1)C(=O)Nc1ccccc1[N+](=O)[O-] (stereo not given)
35. CCOC(=O)c1ccc(-c2c(-c3ccccc3OC)sc3ccc(OC)cc23)cc1F
36. CC(=O)Nc1ccc(SC[C@H](Cc2ccccc2)N2CC[C@@H](C)CCC2=O)cc1

assay / compound,31,32,33,34,35,36
IDE inh,1,-5,-4,2,4,6
IDE cell activ,3,3,-1,0,4,-3

37. CCN(CC)CCNC(=O)c1ccc(NC(=O)COc2ccc3c(c2)CCC3)cc1
38. COc1ccc(S(=O)(=O)N2CCN(C(=O)c3ccc(NC(C)=O)cc3)CC2)cc1
39. COc1ccc(-c2cc(C(=O)Nc3cc(S(N)(=O)=O)ccc3C)c3ccccc3n2)cc1OC
40. Cc1ccc(C(=O)NCC(=O)Nc2cc(C)ccn2)cc1
41. CCC(=O)c1ccc(OC(=O)C2CCN(C3=NS(=O)(=O)c4ccccc43)CC2)cc1
42. CN(CC(=O)Nc1c(Cl)cccc1Cl)C(=O)CNC(=O)c1ccc2c(c1)OCO2

assay / compound,37,38,39,40,41,42
IDE inh,-4,-1,-1,-1,2,4
IDE cell activ,4,-6,3,9,0,6

# Values by screen from above.
# Nos. 37–42 in IDE inh, in turn: -4, -1, -1, -1, 2, 4

# (listing goes on)
43. Cc1ccccc1[C@@]1(C)ON(c2ccccc2C(F)(F)F)C1=O
44. O=C(Nc1ccc(F)c(S(=O)(=O)N2CCOCC2)c1)C1CCCCC1
45. O=C(Cc1ccc(Cl)cc1)OCC(=O)c1ccc[nH]1
46. COc1ccc(NC(=O)Nc2cccc3c2O[C@H](CN(C)Cc2ccc(-c4ccccc4)cc2)[C@@H](C)CN([C@H](C)CO)C3=O)cc1
47. COc1ccc(C(CNC(=O)c2ccc(-c3ccccc3Cl)o2)N2CCOCC2)cc1 (stereo not given)
48. Cc1cccc(NS(=O)(=O)c2ccc(C(=O)NCC3(N4CCCCC4)CCCCC3)cc2)c1C

assay / compound,43,44,45,46,47,48
IDE inh,-1,-1,2,2,1,3
IDE cell activ,5,0,1,5,0,0

49. CCCCN1CC[C@H]2C=CC[C@@H](C(=O)Nc3nccs3)[C@H]2C1=O
50. N#CC1(NC(=O)CSc2nnc(Nc3ccccc3F)s2)CCCC1
51. CC(Oc1cccc(F)c1)C(=O)Nc1ccc(N2CCOCC2)cc1 (stereo not given)
52. Cc1cc(C)c(CN2CCN(C(=O)Cn3cnc4c(OCc5ccccc5)ncnc43)CC2)c(C)c1
53. O=C(COC(=O)c1cc(Br)ccc1O)NNC(=O)c1cccs1
54. C[C@@H]1CCCCCCCCC(=O)OCCN(C(=O)OC(C)(C)C)[C@H](C)CCCCCCCCC(=O)OCCN(C(=O)OC(C)(C)C)[C@H](C)CCCCCCCCC(=O)OCCN(C(=O)OC(C)(C)C)[C@H](C)CCCCCCCCC(=O)OCCN1C(=O)OC(C)(C)C

assay / compound,49,50,51,52,53,54
IDE inh,-2,-4,8,-5,-1,4
IDE cell activ,0,0,3,1,4,0

55. O=C(c1ccco1)N1N=C(c2ccc(Br)cc2)CC1c1ccco1 (stereo not given)
56. O=C(NCC(c1ccco1)N1CCc2ccccc21)c1cccc([N+](=O)[O-])c1 (stereo not given)
57. CCC1CCc2sc(C(=O)N(C)CC(=O)Nc3ccc(OC)cc3)cc2C1 (stereo not given)
58. CCN1C(=O)c2cccc3c(S(=O)(=O)N4CCC(C)CC4)ccc1c23
59. O=C(c1ccc(Cl)cc1)N1CCC(=O)N(C(CO)Cc2ccccc2)CC1 (stereo not given)
60. CS(=O)(=O)c1ccc(Cl)c(NC(=O)C2CCN(S(=O)(=O)c3cccs3)CC2)c1

assay / compound,55,56,57,58,59,60
IDE inh,-3,4,0,0,1,2
IDE cell activ,3,4,3,5,2,2

61. CC[C@@]12C(=O)N(c3cccc(Br)c3)C(=O)N1[C@H](c1cccc(C)c1)[C@@H]1C(=O)N(Cc3ccccc3)C(=O)[C@@H]12
62. COCCN(C(=O)CN1CCc2ccccc21)c1c(N)n(Cc2ccccc2)c(=O)[nH]c1=O
63. CCCCN(C(=O)C1CSC2(C)CCC(=O)N12)c1c(N)n(CC(C)C)c(=O)[nH]c1=O (stereo not given)
64. Cc1ccc(CCN2CCN=C2Nc2ccccc2)cc1
65. Cc1cc(C)c(NC(=O)CNC(=O)c2ccc3c(=O)n4c(nc3c2)CCC4)c(C)c1
66. O=C1CCN(Cc2ccccc2)C=C1c1ccc(C(F)(F)F)cc1

assay / compound,61,62,63,64,65,66
IDE inh,-1,1,0,0,-6,1
IDE cell activ,4,-9,6,4,0,-4

# Four entries out of the list above, ordered by the number in IDE inh, largest number first.
62. COCCN(C(=O)CN1CCc2ccccc21)c1c(N)n(Cc2ccccc2)c(=O)[nH]c1=O
64. Cc1ccc(CCN2CCN=C2Nc2ccccc2)cc1
61. CC[C@@]12C(=O)N(c3cccc(Br)c3)C(=O)N1[C@H](c1cccc(C)c1)[C@@H]1C(=O)N(Cc3ccccc3)C(=O)[C@@H]12
65. Cc1cc(C)c(NC(=O)CNC(=O)c2ccc3c(=O)n4c(nc3c2)CCC4)c(C)c1

assay / compound,62,64,61,65
IDE inh,1,0,-1,-6
IDE cell activ,-9,4,4,0

# Complete entries, quoted from the list. Order of screens: IDE inh, IDE cell activ
# Profile of CC[C@@]12C(=O)N(c3cccc(Br)c3)C(=O)N1[C@H](c1cccc(C)c1)[C@@H]1C(=O)N(Cc3ccccc3)C(=O)[C@@H]12 : -1, 4
# Profile of COCCN(C(=O)CN1CCc2ccccc21)c1c(N)n(Cc2ccccc2)c(=O)[nH]c1=O : 1, -9

# Following part.
67. COC(=O)[C@]1(C)N[C@H](CN(C)C(=O)Nc2ccc(C(F)(F)F)cc2)[C@@H]2C(=O)N(C)C(=O)[C@@H]21
68. O=C1CCc2cc(S(=O)(=O)Nc3ccccc3)ccc2N1
69. O=C(CSc1nccn(-c2ccc(Br)cc2)c1=O)Nc1ccccc1F
70. COc1ccc(S(=O)(=O)NC(CC(C)C)C(=O)NC(C)c2cccs2)cc1 (stereo not given)
71. CCOC(=O)C1CCN(C(=O)C(C)Oc2ccc(C(=O)c3ccccc3)cc2)CC1 (stereo not given)
72. COc1ccc(C(=O)NCCS(=O)(=O)NCc2cccnc2)cc1

assay / compound,67,68,69,70,71,72
IDE inh,2,-3,4,-1,-2,0
IDE cell activ,-3,1,-2,4,-1,3

73. O=C(COC(=O)c1ncc(Cl)c(Cl)c1Cl)NC1CCS(=O)(=O)C1 (stereo not given)
74. O=C(COC(=O)c1ccc(-n2cnnn2)cc1)Nc1cc(Cl)ccc1F
75. Cc1cccc(COc2coc(CN3CCN(C(=O)c4ccco4)CC3)cc2=O)c1
76. O=C(c1cc(S(=O)(=O)N2CCOCC2)c(Cl)cc1Cl)N1CCN(S(=O)(=O)c2cccc(F)c2)CC1
77. COc1cc(OC)cc(C(=O)OCC(=O)c2ccc(S(=O)(=O)N3CCCCC3)cc2)c1
78. O=C(NCCN1C(=O)S/C(=C\c2ccc(Cl)c([N+](=O)[O-])c2)C1=O)C1=COCCO1

assay / compound,73,74,75,76,77,78
IDE inh,-4,6,1,5,5,-1
IDE cell activ,7,2,0,3,1,0

79. COc1ccccc1/C=C/C(=O)OCC(=O)NC1CCCCCCC1
80. COc1ccccc1N1CCN(C(=O)c2cccc(S(=O)(=O)NCc3cccnc3)c2)CC1
81. Cc1cc(C(=O)OC(C)C(=O)NC2CCCCC2)c(C)o1 (stereo not given)
82. NC(=O)C1CCN(C(=O)CN(c2ccc3c(c2)OCCO3)S(=O)(=O)c2ccccc2)CC1
83. Cc1cccc(OCc2nnc(SCC(=O)N(c3ccccc3)C3CCS(=O)(=O)C3)o2)c1 (stereo not given)
84. Cc1ccsc1C(=O)OCC(=O)NC1CC1

assay / compound,79,80,81,82,83,84
IDE inh,-5,0,2,-3,-7,5
IDE cell activ,4,2,-1,0,5,2

85. Cc1ccc(/C=N/n2nnnc2N)cc1
86. CCN(c1ccccc1)S(=O)(=O)c1ccc(C(=O)Nc2ccncc2)cc1
87. CCCc1ccc(C(=O)COC(=O)CN2C(=O)NC3(CCCCC3C)C2=O)cc1 (stereo not given)
88. COc1ccc(NC(=O)CN(C)C(=O)/C=C/c2ccc(S(=O)(=O)N3CCCCCC3)cc2)cc1

assay / compound,85,86,87,88
IDE inh,9,-9,0,11
IDE cell activ,2,7,0,5

# Some of the compounds tested. The share of hits here may be higher or lower than overall.
